# Compound activity: PubChem, several laboratories
# Lmaj promast: Leishmania major promastigote growth inhibition, primary screen | Leishmania major promastigotes, resazurin fluorescence viability | AID 1063, 2008 | hit rate 9% among 200,000 | inhibition, % at 10 µM;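 also: promastigotes grown with compound for 44 hours at 28 °C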
# PMI act: activators of human PMI, primary screen, biochemical, fluorescence intensity, near-Km mannose 6-phosphate; purified human PMI, coupled resazurin fluorescence, 20 min; hits give high values; 1 = vehicle control, 0 substrate-free wells; activation factor at 20 µM; hit rate 0.005% among 190,000; AID 1214, 2008;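 active = activation factor of 2 or more at 20 µM, relative to plate controls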
# Target sequence (P34949 whole entry, looked up): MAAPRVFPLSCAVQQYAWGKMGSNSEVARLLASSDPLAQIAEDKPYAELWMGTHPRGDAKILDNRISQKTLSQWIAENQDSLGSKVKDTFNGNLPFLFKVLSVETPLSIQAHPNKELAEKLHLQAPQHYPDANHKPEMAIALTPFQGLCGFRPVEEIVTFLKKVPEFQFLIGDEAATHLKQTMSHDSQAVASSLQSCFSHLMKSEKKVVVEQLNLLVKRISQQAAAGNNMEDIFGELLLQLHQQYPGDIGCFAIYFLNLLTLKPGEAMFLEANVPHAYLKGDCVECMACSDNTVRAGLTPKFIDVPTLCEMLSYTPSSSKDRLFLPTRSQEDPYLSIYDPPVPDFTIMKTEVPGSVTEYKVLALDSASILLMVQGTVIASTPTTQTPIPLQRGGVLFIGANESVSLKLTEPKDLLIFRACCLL
# PMI act hi M6P: human PMI activators, high substrate, primary screen, biochemical, fluorescence intensity, near-saturating mannose 6-phosphate; Mannose-6-phosphate isomerase (Homo sapiens), P34949; coupled PMI enzyme assay, resazurin fluorescence, 20 min; hits give high values; 1 = untreated enzyme, 0 = substrate-free blank; activation factor at 20 µM; hit rate 0.34% among 190,000; AID 1216, 2008;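 active = activation factor of 2 or more at 20 µM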
#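 Technique: Diaphorase-driven resazurin-to-resorufin fluorescence, excitation 544, emission 590 nm | Assay system: Human PMI in coupled enzyme assay | Times: Enzyme reaction with compound 20 min at room temperature | Medium: HEPES-buffered pH 7.4 with magnesium and detergent | Reagent: Mannose-6-phosphate 1.0 mM (near-saturating) plus 0.22 mM NADP+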
# S1P3 antag: S1P3 receptor antagonists, primary screen, cell-based; CHO S1P3 NFAT-BLA reporter, FRET fluorescence, antagonist mode; inhibition, % at 4.98 µM; hit rate 0.27% among 170,000; AID 485, 2006;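 active = inhibition above the plate cutoff, the mean inhibition of test wells on that plate plus 3 SD, cut at about 28% in these data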;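 also: cells challenged with S1P at its EC80 of 0.8 µM; blue over green emission ratio from cleaved BLA substrate after 4 h stimulation; 0% = S1P-stimulated wells and 100% = unstimulated DMSO-only wells; some compounds past the cut are filed as inactive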
# Target sequence (Q99500 whole entry, looked up): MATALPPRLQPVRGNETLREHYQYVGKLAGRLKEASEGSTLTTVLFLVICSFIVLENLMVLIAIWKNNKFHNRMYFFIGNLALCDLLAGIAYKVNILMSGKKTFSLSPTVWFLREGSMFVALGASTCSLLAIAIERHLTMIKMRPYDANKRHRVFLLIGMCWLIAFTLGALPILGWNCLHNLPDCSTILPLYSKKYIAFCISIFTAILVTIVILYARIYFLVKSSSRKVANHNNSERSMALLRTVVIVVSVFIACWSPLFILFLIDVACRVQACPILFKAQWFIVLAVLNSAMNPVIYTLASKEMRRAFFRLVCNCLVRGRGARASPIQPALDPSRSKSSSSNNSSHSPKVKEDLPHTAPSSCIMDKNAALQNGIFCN
# RAM network inh: inhibitors of the yeast RAM network, primary screen, dse1pr::URA3 reporter, 5-FOA selection. S. cerevisiae dse1pr::URA3 reporter, 5-FOA growth OD615, 2 d; analog-sensitive cbk1-as2 kinase mutant strain. inhibition, % at 50 µM. hit rate 1.8% among 190,000. AID 868, 2007;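 active = inhibition above a set limit, 3 SD over mean compound inhibition, cut at about 8.4% in these data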;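 also: 0% = DMSO-only wells with no growth and 100% = 10 µM 1-NA-PP1 full growth; inhibition rescues growth on 5-FOA so higher OD means more RAM inhibition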
# Diaphorase act: compounds boosting diaphorase resazurin reduction – biochemical, uHTS, resorufin fluorescence, counter-screen for diaphorase-coupled primary assays, primary screen | Diaphorase/resazurin coupled assay, 16 min; hits give high values; 1 = vehicle wells, 0 = NADH-free wells | activation factor at 20 µM | hit rate 0.005% among 190,000;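 active = diaphorase activity raised at least twofold by the compound at 20 µM; inactive = activation factor below 2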
#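 Material: purified diaphorase enzyme from Clostridium kluyveri / Medium: HEPES pH 7.4 buffer with MgCl2 and Tween 20 / Schedule: enzyme reaction of 16 min at room temperature / Measured by: resorufin fluorescence, excitation 544 nm, emission 590 nm / Evaluation: rise in resorufin formation, marking diaphorase activation or chemical reduction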
# Hsp70 activator: Hsp70 transcriptional activators, primary screen, cell-based, HeLa, Hsp70 promoter luciferase, luminescence, 10 µM | HeLa Hsp70 promoter luciferase reporter; scaled: vehicle 0, proteasome-inhibitor control 100% | hit rate 0.04% among 200,000 | AID 1203, 2008 | activation, % at 10 µM;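 active = activation above the mean across all tested compounds plus 3 SD, cutoff set per campaign, cut at about 5.5% in these data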;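 also: 100% = MG132 at 30 µM as the positive control and 0% = DMSO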
# Diaph inh CS: diaphorase inhibitors and chemical oxidizers, primary screen, counter-screen for diaphorase-coupled primary assays, biochemical, uHTS, resorufin fluorescence. diaphorase resazurin-to-resorufin fluorescence, NADH, 16 min; bacterial (C. kluyveri) enzyme, not human. inhibition, % at 20 µM. hit rate 0.69% among 190,000. AID 1217, 2008;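 active = primary screen inhibition at 20 µM above a set limit, cut at about 50% in these data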;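 also: plate controls were DMSO with full reaction for no effect and wells lacking NADH for full effect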
#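 System: Diaphorase enzyme from Clostridium kluyveri | Amount: Enzyme working solution with 0.14 U/mL diaphorase | Benchmarks: No-NADH positive control and DMSO neutral control | Signal: Fluorescence of resorufin formed from resazurin, Ex 544/Em 590 nm | Schedule: 16-min room-temperature incubation before reading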
# G6PDH counter: L. mesenteroides G6PDH inhibitors, counter-screen for G6PDH-coupled screening assays, biochemical, Leuconostoc mesenteroides enzyme; glucose-6-phosphate dehydrogenase [Leuconostoc mesenteroides]; Purified L. mesenteroides G6PDH, diaphorase/resazurin coupled fluorescence, 45 min; inhibition, % at 5 µM; hit rate 0.12% among 200,000; AID 1020, 2008
# TLR4-MyD88 BLA: inhibitors of TLR4-MyD88 association in cells, primary screen, cell-based, HeLa CL3-4, BLA complementation, FRET ratio; Toll-like receptor 4 (Homo sapiens) + Myeloid differentiation primary response protein …; HeLa CL3-4 TLR4/MyD88 BLA complementation; inhibition, % at 8.4 µM; hit rate 0.18% among 200,000; in the data active = inhibition above about 25%;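 also: 0% = vehicle and 100% = reference inhibitor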
# DTT redox prof: compounds producing H2O2 with reducing agent – biochemical, NIH compound library profiling, artefact control for MLSCN library redox annotation, primary screen; hit rate 0.03% among 200,000; AID 878, 2007; activation, % at 10 µM; DTT-dependent redox cycling H2O2, phenol red/HRP absorbance; 100% = 100 µM peroxide control, 0% = buffer;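 active = activation of at least 50% relative to the plate's high and low controls in the primary single-dose screen; inactive = activation below 50%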;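 also: compound incubated with DTT at 0.8 mM final as the reducing agent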
# The depositor's hits bear a star; x = not tested or not shown. Rule as the data show it, unless noted: active = inhibition above about 50%; inactive = the rest.
nr	SMILES	Lmaj promast	PMI act	PMI act hi M6P	S1P3 antag	RAM network inh	Diaphorase act
1	COc1ccc(N2Cc3ccccc3C2)cc1Cl	-11.2	1.4	1.7	-41.4	2.5	0.7
2	CCCOc1ccc(/C=c2\sc3ncnn3c2=O)cc1	-2.1	1	1	6.8	1.8	1
3	NNC(=O)CCC(=O)Nc1ccccc1	-6.7	1	0.9	-2.1	0.0	1
4	CCCCOc1ccccc1C1C(C(=O)OC)=C(C)N(C)C(C)=C1C(=O)OC	87.7*	1	1	-6.6	0.6	0.9
5	O=[N+]([O-])c1ccc(O)c(-c2nc(-c3ccccc3)c(-c3cccs3)[nH]2)c1	37.6	0.9	0.9	x	1.8	0.8
6	COc1cc2c(cc1NC(=O)CC1SC(N3CCCC3)=NC1=O)oc1ccccc12 (stereo unspecified)	24.7	1	0.9	15.1	1.5	0.7
7	Cc1ccc(N2C(=O)CC3(CC4C=CC3C4)C2=O)cc1 (stereo unspecified)	-5.5	1	1	x	-0.6	0.9
8	CC(CCn1cccn1)NC(=O)CCc1nnc(C2CCCCC2)o1 (stereo unspecified)	-3.4	1	1.1	-8.7	-0.1	0.9

nr	Hsp70 activator	Diaph inh CS	G6PDH counter	TLR4-MyD88 BLA	DTT redox prof
1	-0.2	25.9	18.7	-3.2	-0.2
2	0.0	-1.5	11.6	0.8	-0.3
3	-0.1	4.4	1.9	-9.5	-2.6
4	-0.3	9.2	3.6	3.6	-0.8
5	0.0	20.9	-1.0	3.2	9.8
6	-0.2	25.4	3.1	-1.6	3.0
7	-0.4	5.9	-4.0	-17.0	-1.8
8	0.2	5.1	7.9	4.8	-0.4

# Reprinted: entries 3–5
nr	SMILES	Lmaj promast	PMI act	PMI act hi M6P	S1P3 antag	RAM network inh	Diaphorase act
3	NNC(=O)CCC(=O)Nc1ccccc1	-6.7	1	0.9	-2.1	0.0	1
4	CCCCOc1ccccc1C1C(C(=O)OC)=C(C)N(C)C(C)=C1C(=O)OC	87.7*	1	1	-6.6	0.6	0.9
5	O=[N+]([O-])c1ccc(O)c(-c2nc(-c3ccccc3)c(-c3cccs3)[nH]2)c1	37.6	0.9	0.9	x	1.8	0.8

nr	Hsp70 activator	Diaph inh CS	G6PDH counter	TLR4-MyD88 BLA	DTT redox prof
3	-0.1	4.4	1.9	-9.5	-2.6
4	-0.3	9.2	3.6	3.6	-0.8
5	0.0	20.9	-1.0	3.2	9.8

# New compounds follow.
nr	SMILES	Lmaj promast	PMI act	PMI act hi M6P	S1P3 antag	RAM network inh	Diaphorase act
9	O=C(Cn1nnc(-c2cccs2)n1)Nc1ccccc1C(F)(F)F	-4.3	0.9	0.9	0.7	3.6	0.9
10	COc1cc(/C=N/Nc2ccccc2C(F)(F)F)ccc1O	-3.5	1.2	1.4	-4.8	-1.4	0.7
11	C=CCNC(=O)c1onc(CSc2ccc(F)c(F)c2)c1C(=O)O	-1.3	1.1	1.1	x	-0.4	1.1
12	CCOC(=O)c1ccc(NS(=O)(=O)c2c(C)n(C)c(=O)n(C)c2=O)cc1	-3.0	1	1.1	-4.5	4.3	1
13	Cc1cc(C)n2ncc(C(=O)Nc3ccc(Cl)c(Cl)c3)c2n1	-2.5	1.1	1	0.8	2.5	0.8
14	Cc1ccc(S(=O)(=O)NCc2cn3c(C)csc3n2)cc1	-5.3	1.1	1.1	-8.8	2.8	1
15	O=C(NO)c1ccc(C(=O)N(C2CCCCC2)C2CCCCC2)cc1	0.7	1.1	1.2	1.2	1.5	0.9
16	CCOC(=O)COC(=O)c1ccc(Oc2cc(C)nc(SC)n2)cc1	-9.8	1	1	x	-0.6	0.9

nr	Hsp70 activator	Diaph inh CS	G6PDH counter	TLR4-MyD88 BLA	DTT redox prof
9	-0.3	11.9	3.7	-0.1	0.0
10	0.2	27.6	9.8	-10.2	-1.0
11	-0.3	-12.3	0.4	9.2	-11.3
12	-0.3	2.6	0.2	-6.5	0.1
13	-0.4	23.5	7.1	-9.7	0.1
14	-0.2	2.1	0.6	9.6	2.6
15	0.0	5.7	9.7	2.7	1.1
16	-0.1	10.3	4.0	16.4	-0.2

# Next compounds:
nr	SMILES	Lmaj promast	PMI act	PMI act hi M6P	S1P3 antag	RAM network inh	Diaphorase act
17	CCC1CCCCN1c1nc2c(C=O)c(C)nn2c2ccccc12 (stereo unspecified)	13.0	0.9	0.8	1.7	4.7	0.3
18	O=C(Nc1sc2c(c1-c1nc3ccccc3[nH]1)CCCC2)C1CCCC1	87.5*	1	1.1	x	0.7	0.9
19	CN1CCN(C2=C(Cl)C(=O)N(Cc3ccccc3)C2=O)CC1	95.8*	1.1	0.9	8.9	1.6	0.8
20	CC(=O)NC(=S)NNC(=O)COc1ccc(Br)cc1	86.6*	0.5	0.7	-13.8	-0.4	0.9
21	O=C(Nc1cccs1)Nc1ccccc1Cl	26.0	0.9	1	2.0	1.1	0.9
22	O=c1oc2ccc3ccccc3c2c2c1SC(C(F)(F)F)C2 (stereo unspecified)	-5.5	1	1	x	3.2	0.9
23	O=C(c1ccc2c(=O)n(C3CCCC3)c(=S)[nH]c2c1)N1CCCCCC1	11.7	1	0.9	-5.1	3.2	0.8
24	CCOc1ccc(OCc2ccc(C(=O)Nc3cccnc3)o2)cc1	7.1	0.9	0.9	x	0.4	0.9

nr	Hsp70 activator	Diaph inh CS	G6PDH counter	TLR4-MyD88 BLA	DTT redox prof
17	-0.3	67.6*	-23.7	-9.8	-0.1
18	-0.2	12.9	3.0	14.6	-3.3
19	-0.3	20.6	6.6	3.4	1.9
20	-0.1	5.6	12.2	12.5	-0.2
21	0.1	11.6	18.3	-1.0	0.2
22	-0.1	12.3	-1.4	-0.5	-1.1
23	-0.3	21.6	6.2	1.2	-0.5
24	-0.1	11.7	7.9	-0.8	1.9

# Structures above that have four or more nitrogen atoms (4):
nr	SMILES	Lmaj promast	PMI act	PMI act hi M6P	S1P3 antag	RAM network inh	Diaphorase act
8	CC(CCn1cccn1)NC(=O)CCc1nnc(C2CCCCC2)o1 (stereo unspecified)	-3.4	1	1.1	-8.7	-0.1	0.9
9	O=C(Cn1nnc(-c2cccs2)n1)Nc1ccccc1C(F)(F)F	-4.3	0.9	0.9	0.7	3.6	0.9
13	Cc1cc(C)n2ncc(C(=O)Nc3ccc(Cl)c(Cl)c3)c2n1	-2.5	1.1	1	0.8	2.5	0.8
17	CCC1CCCCN1c1nc2c(C=O)c(C)nn2c2ccccc12 (stereo unspecified)	13.0	0.9	0.8	1.7	4.7	0.3

nr	Hsp70 activator	Diaph inh CS	G6PDH counter	TLR4-MyD88 BLA	DTT redox prof
8	0.2	5.1	7.9	4.8	-0.4
9	-0.3	11.9	3.7	-0.1	0.0
13	-0.4	23.5	7.1	-9.7	0.1
17	-0.3	67.6*	-23.7	-9.8	-0.1

# Continued.
nr	SMILES	Lmaj promast	PMI act	PMI act hi M6P	S1P3 antag	RAM network inh	Diaphorase act
25	COc1ccc(OC)c(/C=N/NC(=O)CC(=O)NCc2ccccc2)c1	-2.1	0.9	1.1	-1.8	1.3	0.9
26	COc1cccc(-c2cc(N)nn2C(=O)Nc2ccc(Cl)cc2)c1	-5.8	0.8	0.9	15.3	-1.2	0.8
27	CCOC(=O)C1(CC2CCCCO2)CCN(Cc2cc(F)ccc2-n2cccn2)CC1 (stereo unspecified)	10.6	x	x	1.8	-0.5	x
28	CC(NC(=O)CSCc1ccccc1Br)c1ccccc1 (stereo unspecified)	-2.8	1.1	1	14.3	0.6	0.9
29	O=C(OC1CCCCC1=O)c1cc(=O)c2ccccc2o1 (stereo unspecified)	1.5	0.9	1	5.1	1.6	0.9
30	COc1ccc(N(CC(=O)Nc2ccc(S(=O)(=O)N3CCOCC3)cc2)S(=O)(=O)c2ccc(F)cc2)cc1	29.4	0.8	0.8	-10.4	4.2	0.7
31	CN1CCN(c2ccccc2NC(=O)C(Cc2ccccc2)n2cccc2)CC1 (stereo unspecified)	20.8	1.1	1	-52.0	0.5	1
32	CC(=O)C1=C(O)CC(c2ccccc2)CC1=NCCc1c(C)[nH]c2ccc(C)cc12 (stereo unspecified)	-2.6	0.9	0.9	-5.7	8.0	0.9

nr	Hsp70 activator	Diaph inh CS	G6PDH counter	TLR4-MyD88 BLA	DTT redox prof
25	-0.6	5.4	16.7	5.3	-0.5
26	-0.1	18.5	-5.1	-7.1	-0.3
27	-0.3	x	-2.7	-4.2	-0.8
28	-0.1	13.5	2.3	1.7	-0.1
29	0.1	8.3	1.8	16.5	1.1
30	-0.1	33.6	17.6	10.7	-0.2
31	-0.3	1.6	-10.5	6.7	-0.6
32	-0.1	10.3	23.7	7.9	0.6

# Continuation:
nr	SMILES	Lmaj promast	PMI act	PMI act hi M6P	S1P3 antag	RAM network inh	Diaphorase act
33	CCCN(CC(=O)Nc1cc(Cl)ccc1Cl)C(=O)/C=C/c1ccco1	39.7	1	1	-4.0	0.1	0.9
34	CN(C)c1nc(C(N)=O)nc(N2CCOCC2)n1	-3.0	1	1	x	1.2	0.9
35	O=C(NCCN1CCOCC1)c1ccc(CS(=O)(=O)Cc2ccccc2F)o1	-3.9	1	1.1	x	0.9	1
36	CS/C(=N\S(=O)(=O)c1ccccc1)c1ccccc1	49.0	1.7	2*	-10.8	-0.4	1

nr	Hsp70 activator	Diaph inh CS	G6PDH counter	TLR4-MyD88 BLA	DTT redox prof
33	-0.4	10.7	-0.6	1.5	0.0
34	-0.2	6.6	4.5	17.1	0.2
35	0.5	3.2	2.1	6.3	2.1
36	-0.2	-2.1	2.2	6.3	0.8
